From PubChem BioAssay
A3G deaminase: inhibitors of human APOBEC3G DNA deaminase. recombinant A3G, ssDNA deamination FAM/TAMRA fluorescence. inhibition, % at 20 µM. 0.28% of 330,000 active. AID 493012;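 active = inhibition of at least 40% at 20 µM, with no more than 30% in the related APOBEC3A deaminase screen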;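 also: plate controls were DMSO wells with A3G for no effect and wells lacking A3G enzyme for full effect; some compounds called inactive have numbers as strong as hits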
Target sequence (Q9HC16 whole entry, looked up): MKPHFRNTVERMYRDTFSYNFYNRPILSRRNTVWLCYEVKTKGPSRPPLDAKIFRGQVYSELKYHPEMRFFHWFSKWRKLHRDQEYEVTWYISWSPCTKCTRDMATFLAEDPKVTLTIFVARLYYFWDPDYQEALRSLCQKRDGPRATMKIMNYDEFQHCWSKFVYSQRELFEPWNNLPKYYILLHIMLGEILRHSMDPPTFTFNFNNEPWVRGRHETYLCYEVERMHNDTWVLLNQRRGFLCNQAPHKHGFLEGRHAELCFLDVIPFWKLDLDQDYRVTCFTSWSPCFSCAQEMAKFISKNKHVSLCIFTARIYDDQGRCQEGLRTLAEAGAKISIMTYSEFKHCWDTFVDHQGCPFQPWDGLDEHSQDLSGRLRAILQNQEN
beta cell repl: inducers of beta-cell replication in MIN6 cells | MIN6 cells proliferation, ATPlite luminescence, 48 h; cells starved in 0.2% serum; 100% = growth in 10% serum | AID 2380 | proliferation, % at 10 µM | 0.29% of 330,000 active;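 active = compounds whose signal lies at least 3.5 SD above the mean of all wells on their plate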;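 also: 0% = DMSO-treated cells in low-serum medium and 100% = 10% serum control; some compounds called inactive have numbers as strong as hits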
hIAP block: blocks human intestinal alkaline phosphatase | 0.12% of 330,000 active | purified IAP, CDP-Star luminescence, 30 min | inhibition, % at 10 µM;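 active = inhibition reaching a set limit with compound at 10 µM in the primary screen, cut at about 35% in these data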;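 also: plate controls were DMSO wells with enzyme for no effect and no-enzyme buffer wells for full effect; values of inactives mirror those of a sister screen read the other way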
MPTP inh: inhibitors of mitochondrial permeability transition pore; isolated mouse mitochondria, Ca2+ swelling absorbance, 30 min; AID 602449; inhibition, % at 10 µM; 1.4% of 360,000 active;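 active = inhibition of 50% or more, scaled per plate between neutral and stimulator controls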;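 also: 0% = DMSO wells given calcium and 100% = 1 mM EGTA wells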
A3A deaminase: blocks human APOBEC3A ssDNA deamination | P31941 | recombinant A3A, FAM/TAMRA ssDNA deamination fluorescence | inhibition, % at 20 µM | 0.41% of 330,000 active;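 active = at least 40% inhibition at 20 µM here, with at most 30% in a related deaminase screen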;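 also: plate controls were A3A with DMSO for no effect and wells lacking A3A enzyme for full effect; some results filed as inactive read as strong as hits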
Target sequence (P31941 whole entry, looked up): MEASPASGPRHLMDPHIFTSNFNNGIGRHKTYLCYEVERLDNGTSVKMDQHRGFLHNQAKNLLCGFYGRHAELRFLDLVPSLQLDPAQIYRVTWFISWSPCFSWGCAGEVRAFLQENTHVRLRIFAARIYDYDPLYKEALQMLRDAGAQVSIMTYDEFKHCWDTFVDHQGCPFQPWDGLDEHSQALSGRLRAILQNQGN
ATG4B inh: ATG4B (human) cysteine protease inhibition. 0.51% of 340,000 active. inhibition, % at 8.33 µM. AID 504462. Q9Y4P1. ATG4B cleavage of LC3-PLA2, NBD-HPC fluorescence, 1 h; in the data active = inhibition above about 40%
Target sequence (Q9Y4P1 whole entry, looked up): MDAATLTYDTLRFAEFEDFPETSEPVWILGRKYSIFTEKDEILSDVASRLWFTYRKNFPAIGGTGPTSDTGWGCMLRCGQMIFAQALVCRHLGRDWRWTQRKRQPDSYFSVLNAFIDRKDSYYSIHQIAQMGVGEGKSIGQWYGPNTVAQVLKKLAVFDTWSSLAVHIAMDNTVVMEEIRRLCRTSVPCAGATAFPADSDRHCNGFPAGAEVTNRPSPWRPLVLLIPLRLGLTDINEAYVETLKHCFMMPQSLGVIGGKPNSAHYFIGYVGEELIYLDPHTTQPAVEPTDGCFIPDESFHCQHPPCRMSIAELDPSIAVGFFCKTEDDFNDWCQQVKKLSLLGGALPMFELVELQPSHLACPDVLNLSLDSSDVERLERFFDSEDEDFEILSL
mIAP inh: blocks mouse intestinal alkaline phosphatase; AID 2806; purified mouse IAP, CDP-Star luminescence, 30 min; 0.2% of 330,000 active; inhibition, % at 10 µM;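 active = inhibition of at least 40% at 10 µM in the primary screen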;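 also: plate controls were DMSO with enzyme for no effect and no enzyme wells for full effect; values of inactives mirror those of a sister screen read the other way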
hIAP act: human IAP activation; 0.16% of 330,000 active; purified human IAP, CDP-Star luminescence, 30 min; active compounds read high; 1 = vehicle-only enzyme, 0 = enzyme-free background; activation factor at 10 µM; P09923;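 active = activation factor of the enzyme at least 2-fold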; also: the source names both 10 and 20 µM as test concentration; values of inactives mirror those of a sister screen read the other way
mIAP act: mouse IAP activation. activation factor at 10 µM. 0.24% of 330,000 active. muIAP, CDP-Star luminescence, 30 min; active compounds read high; 1 = vehicle-only enzyme signal, 0 = enzyme-free wells;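 active = activation factor of at least 2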; also: the source names both 10 and 20 µM as test concentration; values of inactives mirror those of a sister screen read the other way
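System: mouse IAP enzyme. Reagent: CDP-Star chemiluminescent phosphatase substrate. Benchmarks: DMSO wells, no-enzyme wells. Times: 30 min enzyme-substrate-compound incubation at room temperature. Detection: luminescence from enzymatic CDP-Star hydrolysis. Doses: test compounds delivered from DMSO solution.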
* marks the source's active call; other numbers are inactive results; nt = not tested or not shown.

SMILES	A3G deaminase	beta cell repl	hIAP block	MPTP inh	A3A deaminase	ATG4B inh	mIAP inh	hIAP act	mIAP act
CCN(CC(=O)NC)S(=O)(=O)c1ccc(C)cc1	-6	1	5	-2.1	-1	5	0	0.95	1
COc1ccc(-n2c(COc3ccccc3)n[nH]c2=S)cc1	13	0	-11	-0.7	-7	-8	15	1.1	0.85
COc1cc2c(cc1NC(=S)NC(=O)/C=C/c1ccco1)oc1ccccc12	-3	-4	9	2.8	0	6	14	0.91	0.86
Cc1ccccc1NS(=O)(=O)c1ccc(C(=O)NCCCN2CCCC2=O)cc1	-9	-2	2	0.8	-4	-1	7	0.98	0.93
O=c1[nH]c(CSc2nnc3ccccn23)nc2ccccc12	-5	0	5	0.0	1	2	3	0.95	0.97
O=C(COc1ccc(-c2ccccc2)cc1)N/N=C/c1ccccc1Br	-5	-4	-15	10	0	5	-1	1.1	1
Cc1ccc(C)c(S(=O)(=O)NCc2ccc(C(=O)N3CCC(Cc4ccccc4)CC3)cc2)c1	-5	-6	2	-0.1	-2	-12	-3	0.98	1
CC(=O)Nc1ccc(S(=O)(=O)N(C)Cc2ccccc2)cc1	-6	-4	-18	0.1	-2	-2	-7	1.2	1.1
COc1ccc(OC)c(C2(O)CSC(=Nc3cccnc3)N2Cc2ccco2)c1 (stereo not drawn)	-7	-1	-11	-0.3	-4	-8	-4	1.1	1
C/C(CC(=O)Nc1cc(C)ccn1)=N\NC(=O)c1cccc(C)c1O	-9	-3	4	-3.1	-2	1	6	0.96	0.94
CC1CCN(C(=O)CNC(=O)c2ccc(Br)o2)CC1	-7	0	-8	0.0	-2	6	-13	1.1	1.1
Cc1cc(-c2ccccc2)nc(N(C)N)c1S(C)(=O)=O	-4	1	-2	-1.8	0	-10	10	1	0.9
Cc1nc(-c2ccc(NC(=O)c3ccccc3)cc2)cs1	-8	-5	7	-0.8	-2	-3	7	0.93	0.93
COC(=O)c1cc(S(=O)(=O)NCC2CCN(Cc3cccc(Cl)c3)CC2)c[nH]1	-3	-1	-23	-1.0	-2	-1	0	1.2	1
O=C(Nc1nnc(C2CC2)s1)c1cccnc1Oc1ccc(Cl)cc1	-3	1	-1	1.4	-1	-9	-13	1	1.1
CN(C)/C=C/C(=O)c1ccc(OCCN(C)c2ccccn2)cc1	-10	-1	8	-0.3	-7	-1	1	0.92	0.99
N#Cc1ccc(/C=N/NC(=O)c2cccc(S(=O)(=O)N3CCOCC3)c2)cc1	-7	-1	-6	0.2	-5	-8	8	1.1	0.92
CCCCN(C(=O)CSc1nncn1-c1ccccc1)c1c(N)n(Cc2ccccc2)c(=O)[nH]c1=O	-3	-2	3	1.9	1	-12	4	0.97	0.96
N#Cc1nc(Cc2ccccc2)oc1NCCCn1ccnc1	-4	2	24	0.7	1	-7	1	0.76	0.99
CC1(C)CC(=O)C(CC(=O)NC2CCCc3ccccc32)C(=O)C1 (stereo not drawn)	-4	-1	-7	-0.3	5	10	8	1.1	0.92
Cc1ccc(C2=NOC(C)(c3nnc(-c4ccc(F)cc4)o3)C2)cc1 (stereo not drawn)	13	-4	-19	0.6	1	-11	-9	1.2	1.1
CC1Cc2ccccc2N1C(=O)CSc1nnnn1-c1ccc2c(c1)OCCO2 (stereo not drawn)	-4	-2	-10	-1.2	-3	-4	-14	1.1	1.1
COc1cc(NC(=O)COC(=O)c2[nH]c(C)c(C(C)=O)c2C)cc(OC)c1	-7	-3	0	2.4	0	-13	-28	0.99	1.3
Cc1cc(NS(=O)(=O)c2ccc(NC(=O)c3ccco3)cc2)no1	-2	-2	8	-0.6	0	-9	3	0.92	0.97
CCN1C(=O)C(CC(=O)Nc2ccccc2)S/C1=N\c1ccccn1 (stereo not drawn)	-3	-1	-9	-0.7	5	-1	2	1.1	0.98

(next part)
SMILES	A3G deaminase	beta cell repl	hIAP block	MPTP inh	A3A deaminase	ATG4B inh	mIAP inh	hIAP act	mIAP act
O=C1CCC([N+](=O)[O-])C(c2cccc(Cl)c2Cl)N1 (stereo not drawn)	2	-1	-28	-0.5	-4	-2	-7	1.3	1.1
O=C(CSc1nnc(-c2ccc(S(=O)(=O)N3CCCC3)cc2)o1)NCc1ccco1	3	0	13	-2.9	11	0	-4	0.87	1
CCCCOc1ccc(C(=O)NCC(=O)NCC(c2ccc(OC)cc2)N2CCOCC2)cc1 (stereo not drawn)	-1	1	-4	-1.3	-4	-6	-4	1	1
CCOC(=O)c1ccc(NC(=O)C2C3CCC(C3)C2C(=O)O)cc1 (stereo not drawn)	-7	-1	-8	-0.3	-6	5	-2	1.1	1
O=C(C1CCCCC1)N1CCCn2c1nc1ccccc12	-5	0	6	-1.2	-13	-4	7	0.94	0.93
O=C(COc1ccc(Br)cc1)N(Cc1ccco1)C1CCS(=O)(=O)C1 (stereo not drawn)	-4	-1	-4	-1.7	-1	-7	3	1	0.97
O=C(NCC1CCCO1)c1sc2cc(Cl)ccc2c1Cl (stereo not drawn)	-6	0	7	-4.8	0	9	3	0.93	0.97
COc1ccc(Cc2nnc(SCC(=O)Nc3ccccc3)[nH]c2=O)cc1	5	-5	-23	0.8	-4	1	14	1.2	0.86
CC(=O)n1cc(N(C(=O)CCl)c2ccc([N+](=O)[O-])cc2)c2ccccc21	-2	-4	-12	2.5	4	5	5	1.1	0.95
Cc1cccc(C)c1NC(=O)CN(C)C(=O)CSC(=S)N1CCCC1	16	-7	3	-2.0	-3	-2	1	0.97	0.99
COc1ccc(CCn2nnnc2C(c2ccccc2)N2CCN(C)CC2)cc1OC (stereo not drawn)	0	0	7	11	0	5	10	0.93	0.9
CCCCOc1ccc(C2(C(=O)O)CCCC2)cc1	-2	2	-7	-3.0	-3	-1	-10	1.1	1.1
c1ccc(SCc2nc(-c3ccncc3)no2)cc1	-4	-2	16	0.7	0	-6	5	0.84	0.95
C/C(=N\O)C(C)(C)Nc1ccccc1F	-5	2	12	0.5	-3	-4	1	0.88	0.99
O=C(c1ccc(F)cc1F)C1CCN(c2ccc([N+](=O)[O-])cn2)CC1	-6	-2	8	8.1	-1	-8	2	0.92	0.98
COCCOC(=O)c1[nH]c2c(c1C)C(=O)C(C(=O)OC)C(C)C2 (stereo not drawn)	-7	-3	2	-0.5	1	1	-6	0.98	1.1
CCc1nc(N2CCCCC2)c2oc3ccccc3c2n1	0	-1	13	5.1	0	53*	-3	0.87	1
COc1ccc(CCNC(=O)Cc2ccccc2)cc1OC	-6	-2	7	-0.4	0	5	-7	0.93	1.1
Clc1ccc(OCc2nc(-c3ccccn3)n[nH]2)cc1	0	-6	12	2.3	-3	-8	6	0.88	0.94
CCO[C@H]1OC(C(=O)NCc2ccccc2)=C[C@@H](c2cn(C(C)=O)c3ccccc23)[C@@H]1CCCO	-3	4	2	1.6	0	-5	-6	0.98	1.1
O=C1CN(C(=O)c2cc([N+](=O)[O-])ccc2Cl)C(c2ccc(F)cc2)c2cc(F)ccc2N1 (stereo not drawn)	-9	-2	-2	-0.1	-2	-3	0	1	1
CC(C)CCNC(=O)C1CCCN(S(=O)(=O)c2ccc(-n3cnnn3)cc2)C1 (stereo not drawn)	-5	0	4	-1.3	-3	-4	-9	0.96	1.1
S=C(Nc1ccc2nc(-c3ccccn3)c(-c3ccccn3)nc2c1)N1CCOCC1	2	1	-10	0.5	-2	-10	0	1.1	1
O=C(O)CCC(=O)N1CCc2cc(S(=O)(=O)N(CCc3ccccc3)Cc3ccccc3)ccc21	-4	-4	-15	2.9	-8	-2	-4	1.2	1
CN1C(=O)OC(C)(C)C1=O	3	-1	-25	-0.2	0	nt	-12	1.3	1.1

(further entries)
SMILES	A3G deaminase	beta cell repl	hIAP block	MPTP inh	A3A deaminase	ATG4B inh	mIAP inh	hIAP act	mIAP act
O=[N+]([O-])c1ccc(Nc2ccc(F)cc2)cc1	-10	-4	35	3.4	-6	4	17	0.65	0.83
COc1cccc(OC)c1C(=O)NN1CCCCC1	-3	1	-12	-0.9	0	0	6	1.1	0.94
Cc1ccc(/C=N/NC(=O)CNC(=O)c2ccc(S(=O)(=O)N3CCCC3)cc2)o1	-6	0	-11	0.6	-2	-1	5	1.1	0.95
COc1ccccc1NC(=O)N1CCC(C(=O)c2ccc(F)cc2)CC1	-7	3	3	-0.9	-2	-5	2	0.97	0.98
CCOc1ccc(C(C)NC(=S)NC2CCCCC2)cc1 (stereo not drawn)	-10	-4	-23	-3.5	0	-3	-76	1.2	1.8
COc1ccc(OC(C)C(=O)N(C)Cc2nc(-c3ccc(C)cc3)no2)cc1 (stereo not drawn)	-4	-1	-2	0.4	-1	-1	-4	1	1
Cc1ccc(C)n1-c1sc2c(c1C(=O)O)CCCC2	31	-1	-30	3.7	53	18	6	1.3	0.94
Cc1ccc(S(=O)(=O)N2[C@@H](c3cccc(Cl)c3)C(C(=O)O)=CC[C@H]2c2cccc(Cl)c2)cc1	-8	-7	9	4.5	-1	15	42*	0.91	0.58
NC(=O)N/N=C1\CCS(=O)(=O)c2ccc(F)cc21	-5	-2	11	0.6	0	0	3	0.89	0.97
Cc1ccc(/C=C/C(=O)NCCCN2CCN(CCCNC(=O)/C=C/c3ccc(C)cc3)CC2)cc1	-8	0	12	1.0	-4	0	-1	0.88	1
COc1ccc(Nc2nc(N)nc(COc3ccc(OC)cc3)n2)cc1	-7	-2	-3	-4.8	-6	-11	-2	1	1
CCn1cc(C(=O)N2CCN(c3ccccc3OC)CC2)c2cc(OC)c(OC)cc2c1=O	4	-2	-2	1.1	-2	-8	5	1	0.95
C[n+]1cccc(CNC(=O)/C=N/O)c1	17	1	-6	-0.9	34	0	5	1.1	0.95
CN(C)c1cc(C(F)(F)F)nc(-c2ccccn2)n1	3	2	14	-2.3	-1	5	14	0.86	0.86
COc1ccc(CN(C)C(=O)C23CC4CC(CC(C4)C2)C3)c(OC)c1	-10	-4	4	0.8	1	-7	4	0.96	0.96
CNS(=O)(=O)c1ccc2nc(NC(=O)c3ccc(N4C(=O)CCC4=O)cc3)sc2c1	-11	0	4	-1.1	-2	-17	9	0.96	0.91
COc1cc2c(cc1OC)C(C(=O)Nc1ccccc1N1CCN(C)CC1)C1c3ccccc3CCN1C2=O (stereo not drawn)	-9	-5	-10	-0.1	1	-8	-10	1.1	1.1
CC1(c2ccccc2)NC(=O)N(NC(=O)CSc2n[nH]c(N)n2)C1=O (stereo not drawn)	-6	0	-18	0.4	0	-8	3	1.2	0.97
Cc1ccc(/C=N/NC(=O)c2cccc3ccccc23)o1	0	-2	-10	0.8	-2	-4	0	1.1	1
Cc1cc(Br)ccc1SCC(=O)OCC(=O)c1c(N)n(C)c(=O)n(C)c1=O	-2	-2	2	0.0	4	-5	4	0.98	0.96
Cc1cc(C(=O)N2CCN(Cc3ccc4c(c3)OCO4)CC2)cs1	1	-2	0	-1.3	7	-4	3	0.99	0.97
COc1cc2c(cc1OC)C1=NC(=O)CN1C(SCc1ccccc1)=N2	-2	-3	-9	2.2	1	-17	9	1.1	0.91
CC(=O)Nc1ccc2nc(NC(=O)COc3cccc(C)c3)sc2c1	-2	-5	-12	0.1	1	-16	-9	1.1	1.1

Single records, as listed above.
Record of `COc1ccccc1NC(=O)N1CCC(C(=O)c2ccc(F)cc2)CC1` : A3G deaminase = -7; beta cell repl = 3; hIAP block = 3; MPTP inh = -0.9; A3A deaminase = -2; ATG4B inh = -5; mIAP inh = 2; hIAP act = 0.97; mIAP act = 0.98
Record of `COc1ccc(CN(C)C(=O)C23CC4CC(CC(C4)C2)C3)c(OC)c1` : A3G deaminase = -10; beta cell repl = -4; hIAP block = 4; MPTP inh = 0.8; A3A deaminase = 1; ATG4B inh = -7; mIAP inh = 4; hIAP act = 0.96; mIAP act = 0.96
